# Bioassay records (PubChem BioAssay)
# MazEF act – activators of E. coli MazEF toxin-antitoxin RNase, primary screen, biochemical, fluorescence, uHTS; FAM/BHQ RNA-DNA oligo cleavage fluorescence, 5 h; activation, % at 20 µM; hit rate 0.32% among 350,000; in the data active means activation above about 50%
# Target sequence (P0AE70 whole entry, looked up): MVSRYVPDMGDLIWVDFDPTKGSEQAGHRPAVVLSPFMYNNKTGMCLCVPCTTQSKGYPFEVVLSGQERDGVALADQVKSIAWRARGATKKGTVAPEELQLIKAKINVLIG
# Anthrax LF inh2 – Bacillus anthracis LF protease inhibitors, primary screen, biochemical, multiplex microsphere, MLPCN library; multiplex microsphere protease cleavage assay; inhibition, % at 10 µM; hit rate 0.12% among 360,000; further: plate controls were buffer without enzyme for full effect and enzyme alone for no effect
# Target sequence (P15917 whole entry, looked up): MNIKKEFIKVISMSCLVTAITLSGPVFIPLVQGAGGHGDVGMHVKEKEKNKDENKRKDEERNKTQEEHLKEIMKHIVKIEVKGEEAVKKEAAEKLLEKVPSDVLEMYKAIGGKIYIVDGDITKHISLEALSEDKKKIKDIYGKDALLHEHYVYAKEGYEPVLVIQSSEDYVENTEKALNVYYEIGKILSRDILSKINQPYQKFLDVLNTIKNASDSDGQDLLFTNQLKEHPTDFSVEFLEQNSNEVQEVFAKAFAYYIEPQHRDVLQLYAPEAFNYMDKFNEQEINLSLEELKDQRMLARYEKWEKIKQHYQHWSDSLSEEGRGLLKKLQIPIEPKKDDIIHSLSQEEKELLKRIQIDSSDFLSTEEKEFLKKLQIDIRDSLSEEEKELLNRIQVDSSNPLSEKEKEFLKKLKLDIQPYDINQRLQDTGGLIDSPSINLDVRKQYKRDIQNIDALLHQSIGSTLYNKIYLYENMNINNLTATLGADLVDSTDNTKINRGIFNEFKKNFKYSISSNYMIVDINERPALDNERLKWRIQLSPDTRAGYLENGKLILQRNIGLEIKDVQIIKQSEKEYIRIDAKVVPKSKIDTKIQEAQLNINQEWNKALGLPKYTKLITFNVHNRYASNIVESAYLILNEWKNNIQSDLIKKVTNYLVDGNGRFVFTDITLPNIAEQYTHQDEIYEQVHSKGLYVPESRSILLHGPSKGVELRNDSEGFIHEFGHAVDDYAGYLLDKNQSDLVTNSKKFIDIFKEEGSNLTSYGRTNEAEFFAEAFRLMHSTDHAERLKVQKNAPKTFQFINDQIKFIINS
# BoNT F protease – BoNT/F light chain protease inhibitors, primary screen, biochemical, flow cytometry, MLPCN library; inhibition, % at 10 µM; AID 588497, 2011; hit rate 0.22% among 360,000; Botulinum neurotoxin type F light chain protease (Clostridium botulinum); Multiplex microsphere protease cleavage assay; in the data active means inhibition above about 35%, passing the limit was not always enough; inconclusive means no clear call, values can overlap the other calls; further: plate controls were buffer without enzyme for full effect and enzyme alone for no effect
# VHR inh abs – VHR1 phosphatase inhibitors, primary screen, biochemical, absorbance, uHTS | hit rate 0.52% among 290,000 | inhibition, % at 13.3 µM | recombinant VHR phosphatase, pNPP absorbance; in the data active means inhibition above about 50%; further: some compounds called inactive have numbers as strong as hits
# Target sequence (P51452 whole entry, looked up): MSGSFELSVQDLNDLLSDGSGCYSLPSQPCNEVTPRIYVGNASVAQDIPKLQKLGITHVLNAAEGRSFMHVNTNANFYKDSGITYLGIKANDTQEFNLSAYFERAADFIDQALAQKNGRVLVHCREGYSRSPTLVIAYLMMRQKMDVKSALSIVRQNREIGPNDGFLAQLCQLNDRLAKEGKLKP
# PrPC TRFRET – inhibitors of human cell surface prion protein PrPC, primary screen, cell-based, TR-FRET; TR-FRET read-out; hit rate 0.43% among 370,000; Major prion protein (Homo sapiens), P04156; AID 720596, 2013; inhibition, % at 13.8 µM; in the data active means inhibition above about 24%; further: 0% = median of the test wells and 100% = reference compound wells
# PriA SSB inh – inhibitors of Klebsiella pneumoniae PriA binding to SSB C-terminal tail, primary screen, biochemical, AlphaScreen; AlphaScreen SSBct-PriA binding, biotinylated peptide; inhibition, % at 33 µM; hit rate 0.6% among 430,000; AID 1272365, 2023; in the data active means inhibition mostly above about 37%, no sharp cut-off; inactive means mostly below about 20%;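 further: plate controls were negative control peptide for no effect and reference peptide for full effect; strong numbers were not always called active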
# 3CLpro inhibitor – SARS-CoV 3CLpro protease inhibitors, primary screen, biochemical, quenched FRET. Replicase polyprotein 1ab (Severe acute respiratory syndrome coronavirus), P0C6X7. recombinant SARS-CoV 3CLpro, quenched FRET peptide cleavage. inhibition, % at 6 µM. hit rate 0.14% among 290,000. AID 1706, 2009; in the data active means inhibition above about 12%
# CCHF vOTU inh – CCHFV vOTU protease inhibitors, primary screen, biochemical, Pep-AMC substrate, fluorescence; inhibition, % at 11.5 µM; hit rate 0.55% among 370,000; Crimean-Congo hemorrhagic fever virus L polyprotein viral ovarian tumor (vOTU) protease …; in the data active means inhibition above about 30%; further: 0% = vehicle wells with enzyme and 100% = no enzyme wells
# BoNT A protease – BoNT/A light chain protease inhibitors, primary screen, biochemical, flow cytometry, MLPCN library | Botulinum neurotoxin type A light chain protease (Clostridium botulinum A str. ATCC 3502) | hit rate 0.17% among 360,000 | inhibition, % at 10 µM | multiplex microsphere protease substrate cleavage; further: plate controls were buffer without enzyme for full effect and enzyme alone for no effect
# Rv3671c inh – Rv3671c serine protease inhibitors, primary screen, biochemical, fluorescence polarization, M. tuberculosis H37Rv. hit rate 0.048% among 320,000. AID 2606, 2010. P9WHR9. inhibition, % at 5.96 µM; in the data active means inhibition above about 38%;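 further: extracellular domain of Rv3671c used as enzyme; 0% = enzyme with DMSO and 100% = no enzyme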
# * hit, by the source's call; ? = inconclusive; . = no result given. Unless noted, no stated cut-off is given here; in the data, active means inhibition above about 30%; inconclusive means no clear call, values can overlap the other calls; inactive means below that.
SMILES,MazEF act,Anthrax LF inh2,BoNT F protease,VHR inh abs,PrPC TRFRET,PriA SSB inh,3CLpro inhibitor,CCHF vOTU inh,BoNT A protease,Rv3671c inh
O=C1N[C@@H](Cc2c[nH]c3ccccc23)C(=O)N[C@H]1Cc1ccccc1,-4,3,-4,.,-1,-3,.,-1,-0.3,.
CCCCCCn1c(=O)c(C(=O)Nc2cccc(C)n2)c(O)c2ccccc21,6,0,?,11,.,-16,0,.,-3.2,0
O=[N+]([O-])c1ccc(N/N=C/c2ccccc2)c(F)c1,234*,2,-3,1,1,.,4,13,1.4,-9
O=[N+]([O-])c1ccc(Sc2ccncn2)c([N+](=O)[O-])c1,7,-4,8,.,-29,.,.,14,0.2,.
Cc1cccc(NC(=O)CCn2nc(C)cc2C)c1,2,-2,-19,-4,-1,-13,3,3,-0.4,-5
O=C(COc1ccc(Cl)cc1)OCC(=O)N1CCCCCC1,4,-5,-6,-16,-6,-14,2,8,-0.5,8
Cc1c(NS(=O)(=O)c2cccc(C(=O)Nc3cccc(F)c3)c2)c(=O)n(-c2ccccc2)n1C,-5,-6,9,.,4,1,.,13,5.5,.
CCC(C)Oc1ccc(C(=O)Nc2ccc(CN3CCOCC3)cc2)cc1 (centres undefined),11,-3,20,19,13,-16,-1,-1,-1.2,.
COc1ccc(CNC(=O)c2nnn(CC(=O)Nc3cc(C)cc(C)c3)c2N)cc1,-29,-1,3,-4,0,-17,3,12,0.2,-32
COc1cccc(N2CC(C(=O)Nc3c(C(N)=O)oc4ccccc34)CC2=O)c1 (centres undefined),-2,1,2,.,-2,-1,.,0,3.9,0
COc1ccc(C(=O)c2cc(C(C)=O)c(Nc3ccccc3)s2)cc1,-2,10,10,5,-5,-18,-3,-16,22,-12
OC[C@H]1O[C@@H](c2nc(-c3ccccc3Br)no2)[C@H](O)[C@@H](O)[C@H]1O,.,2,4,.,11,.,.,1,0.1,.
CC1CCN(S(=O)(=O)c2cccc(C(=O)NC3CCCC3)c2)CC1,1,-1,-1,19,1,-12,-3,2,-0.9,-2
COC(=O)c1cccc(CN2C(=O)C(C)Sc3ccc(C#N)cc32)c1 (centres undefined),.,0,-6,.,4,.,.,11,-0.4,.
Cc1ccc(-c2c(C(=O)NC(C)C)oc(=O)c3ccccc23)cc1,0,-1,-15,-5,4,-1,1,4,-1.7,9
CC(=O)Oc1ccc(-c2nc3cc(Cl)ccc3c(=O)o2)cc1,-1,8,7,-16,0,-10,3,-4,-1.5,-9
Cc1cc(NC(=O)CCC(=O)N(c2ccccc2)C(C(=O)NC2CCCC2)c2cccs2)no1 (centres undefined),3,-1,-10,12,63*,-6,2,1,-0.4,10
COc1ccc(N(CC(O)Cn2c(C)nc3ccccc32)S(=O)(=O)c2ccccc2)cc1 (centres undefined),3,0,-21,-14,-9,-7,1,4,-1.5,-4
Cc1ccc(C(=O)OCC(=O)NCCC2=CCCCC2)cc1N,-1,0,4,14,3,-5,2,-8,-0.2,11
CO/N=C(/c1nonc1N)N1CCN(c2ccc([N+](=O)[O-])cc2)CC1,6,-1,3,10,-21,.,2,5,0.7,-7

# Some of the entries above in another layout:
O=[N+]([O-])c1ccc(N/N=C/c2ccccc2)c(F)c1
  MazEF act: 234*
  Anthrax LF inh2: 2
  BoNT F protease: -3
  VHR inh abs: 1
  PrPC TRFRET: 1
  PriA SSB inh: .
  3CLpro inhibitor: 4
  CCHF vOTU inh: 13
  BoNT A protease: 1.4
  Rv3671c inh: -9

O=[N+]([O-])c1ccc(Sc2ccncn2)c([N+](=O)[O-])c1
  MazEF act: 7
  Anthrax LF inh2: -4
  BoNT F protease: 8
  VHR inh abs: .
  PrPC TRFRET: -29
  PriA SSB inh: .
  3CLpro inhibitor: .
  CCHF vOTU inh: 14
  BoNT A protease: 0.2
  Rv3671c inh: .

Cc1cccc(NC(=O)CCn2nc(C)cc2C)c1
  MazEF act: 2
  Anthrax LF inh2: -2
  BoNT F protease: -19
  VHR inh abs: -4
  PrPC TRFRET: -1
  PriA SSB inh: -13
  3CLpro inhibitor: 3
  CCHF vOTU inh: 3
  BoNT A protease: -0.4
  Rv3671c inh: -5

O=C(COc1ccc(Cl)cc1)OCC(=O)N1CCCCCC1
  MazEF act: 4
  Anthrax LF inh2: -5
  BoNT F protease: -6
  VHR inh abs: -16
  PrPC TRFRET: -6
  PriA SSB inh: -14
  3CLpro inhibitor: 2
  CCHF vOTU inh: 8
  BoNT A protease: -0.5
  Rv3671c inh: 8

# Next structures
SMILES,MazEF act,Anthrax LF inh2,BoNT F protease,VHR inh abs,PrPC TRFRET,PriA SSB inh,3CLpro inhibitor,CCHF vOTU inh,BoNT A protease,Rv3671c inh
COc1cc(-c2nnc(SCC(=O)OC3CCCCC3)o2)cc(OC)c1OC,-3,-3,-3,18,4,-8,-6,13,1.1,-12
O=C(Cc1cccs1)NNC(=O)c1ccc(F)cc1,-2,0,-3,-4,-5,3,-2,-3,0.6,5
Cc1c(C)c(C)c(S(=O)(=O)n2[nH]c(=O)c(CCO)c2C)c(C)c1C,3,-5,6,-2,-3,-4,2,0,-0.2,12
CC(NC(=S)NCc1ccc(F)cc1)C12CC3CC(CC(C3)C1)C2 (centres undefined),-46,-3,2,-1,4,-25,1,-9,0.3,5
CC1=C(C#N)C(=O)N(C)C(C)(C)C1,0,-6,6,-17,-1,0,-4,-2,-0.1,0
CCC1CCCCN1C(=O)CCC(=O)Nc1nnc(C(F)(F)F)s1 (centres undefined),4,-4,1,-2,1,-7,7,14,1.6,1
CN(C)C1=NCCN1CCC1CCCCC1,-2,-9,-11,.,-6,-10,.,-7,-0.7,-1
COC(=O)[C@]1(C)N[C@H](CN(C)S(=O)(=O)c2ccc(OC(F)(F)F)cc2)[C@@H]2C(=O)N(C)C(=O)[C@@H]21,10,-4,-7,.,-3,2,.,-3,-0.2,2
Cc1ccc(N2C(=O)C3C4C=CC(CNC(=S)N5CCN(c6ccccc6)CC5)(O4)C3C2=O)cc1 (centres undefined),9,-4,9,6,9,-1,4,5,0.8,5
CC(=O)N[C@@H](Cc1ccc(OC(F)(F)F)cc1)C(=O)O,-1,0,?,-11,11,-2,3,14,-0.9,-2
O=C(Nc1cccc(S(=O)(=O)NC2=NCCC2)c1)c1c(F)cccc1Cl,-4,3,-2,.,0,-15,.,-3,0.4,1
CC(=O)C1CCC2C3CCC4CC(=O)CCC4(C)C3C=CC12C (centres undefined),5,-5,2,.,6,-5,.,15,0.4,.
CSC1=NC2C(N1)N(C)C(=O)N2C (centres undefined),8,-2,2,16,-6,-1,4,4,-0.1,-15
CCn1c(CC(=O)Nc2ccc(OC)cc2)nnc1SCC(=O)N1CCOCC1,4,4,12,10,1,-1,-5,5,2.5,-1
O=C(NNC(=O)c1c(F)cccc1F)c1ccccc1OC(F)(F)F,5,-8,?,6,5,-2,0,-10,?,7
COc1ccc(CCC(=O)NCCS(=O)(=O)N2CCN(c3ccccc3)CC2)cc1,0,2,25,.,-3,-2,.,12,4.1,2
CN1CCN(C(=S)Nc2ccc(Cl)cc2Cl)CC1,1,2,1,12,3,-6,-2,12,-0.2,0
CCCc1ccccc1OCCNC(C)=O,4,0,4,-9,-1,-2,0,4,0.0,1
CCn1c(SCC(=O)N2CCN(c3ccccc3)CC2)nnc1-c1cc2cc(Cl)ccc2o1,9,-3,0,6,6,-16,1,-3,?,10
COc1cc(C(=O)NC(C)c2ccc(S(N)(=O)=O)cc2)ccc1OCC(=O)N1CCOCC1 (centres undefined),5,-1,3,10,5,6,-5,15,0.3,7
Cn1c(SCC(N)=O)nnc1-c1ccc(C(C)(C)C)cc1,0,-5,1,44,-2,-1,-10,-2,-0.6,-2
Cc1noc(NS(=O)(=O)c2ccc(NC(=O)c3cc(=O)c4ccccc4o3)cc2)c1C,6,-1,4,1,-14,-9,-4,4,0.2,5
CCCCCCc1ccc(N2C[C@H](Cc3ccccc3)[C@@H](CC(=O)NCc3ccc(OC)cc3)C2=O)cc1,-7,-1,-3,24,1,-10,1,6,-0.2,-4
CSc1nc(NS(=O)(=O)c2ccc(F)cc2F)nn1C,0,-1,1,14,0,5,-4,1,-0.2,-2
CCOCCN1CCN(c2c(CC)c(C)nc3cc(-c4cc(OC)cc(OC)c4)nn23)CC1,-8,-1,9,4,0,18,-1,-2,0.0,4
Cc1c(Cl)cccc1NC(=O)CCC(=O)NNC(=O)CCC(=O)O,9,-7,-16,23,-2,-2,2,5,-3.3,14
CC1=C(C)NC(=S)SC1,9,-3,6,32,5,-2,-2,3,0.2,10
COC(=O)C1CCN(C(=O)COC(=O)[C@@H]2CC(O)CN2S(=O)(=O)c2ccc3c(c2)OCCO3)CC1 (some centres undefined),2,-1,3,5,-7,-24,-3,-6,0.1,1
CN(CC(=O)Nc1cccc(F)c1)C(=O)c1ccc2c(=O)n3c(nc2c1)CCC3,-1,-1,?,.,0,-9,.,9,0.6,6
CC(C)[C@H](NC(=O)c1ccco1)C(=O)NC12CC3CC(CC(C3)C1)C2,-6,-1,-2,1,-3,-1,1,3,0.0,-4
COc1ccccc1-c1nnc(SC(C(=O)c2c[nH]c3ccccc23)c2ccccc2)n1C (centres undefined),3,0,-4,35,-4,14,4,11,-1.3,-26
CC1/C(=N/O)CC(c2ccco2)NC1c1ccco1 (centres undefined),6,-1,0,0,1,.,-2,-5,-0.1,-6
C[C@@H]1CN([C@@H](C)CO)C(=O)CCCn2cc(nn2)CO[C@H]1CN(C)S(=O)(=O)c1ccc(C#N)cc1,1,-3,-4,.,-1,.,.,-9,-0.1,.
O=C(Cc1ccc(F)cc1)Nc1nnc(SCC(=O)NC2CCCC2)s1,-1,-5,4,44,9,-6,2,-11,0.5,4
COc1ccc(-c2cnc3c(NC(C)=O)cc(-c4cccc(C(=O)NCCO)c4)cn23)cc1OC,.,-8,-8,.,-13,.,.,3,-0.1,.
O=C(NCCC1=CCCCC1)C1CCC(CNc2c(N3CCCCC3)c(=O)c2=O)CC1 (centres undefined),-1,-3,-7,12,-2,-6,5,-7,-0.2,-4
Clc1ccc(N=C2SCCS2)cc1,3,-4,-7,4,-1,-22,0,2,-0.8,6
COc1ccc(-n2c(/C=C3\C(=O)Nc4ccccc43)nc3ccccc3c2=O)cc1,5,-7,-3,20,3,-2,-3,5,0.3,-4
CC(=O)N1CCC2(CC1)CC(=O)c1cc(OCC(=O)N3CCN(C)CC3)ccc1O2,0,-2,5,4,-8,-18,-3,-106,1.3,1
COC(=O)c1ccc(NC(=O)CNc2ccccc2)cc1,11,2,4,18,-3,0,5,12,0.1,4
CC(=O)N1CCCSC1=Nc1ccccc1,-2,0,-4,-4,11,-14,-4,19,-0.4,7
O=C(NCc1ccncc1)C1CCCN(S(=O)(=O)c2ccc(Br)cc2)C1 (centres undefined),3,0,-6,14,-1,-6,4,-4,0.5,4
CCCN1C2CCCC1CC(NC(=S)Nc1ccc(OC)cc1)C2 (centres undefined),1,0,-4,-5,-5,-1,0,-10,-1.5,-3
O=C(c1ccc2nc[nH]c2c1)N1CCN(c2ncc(C(F)(F)F)cc2Cl)CC1,4,.,.,10,4,-2,2,2,.,-8
O=S(=O)(Nc1nc2ccccc2nc1Cl)c1ccc2c(c1)OCCO2,-12,-4,-2,3,11,-2,0,-1,-1.1,3
CCC(CC)NC(=O)c1cc(S(=O)(=O)N2CCCCC2)ccc1N1CCOCC1,9,-2,-7,.,9,7,.,-3,0.8,2
CCOC(=O)c1ccccc1NS(=O)(=O)c1ccc(OC)cc1,-9,5,8,1,13,-57,0,12,2.2,-2

# A portion of the library, so the mix of outcomes need not match the whole.
